High-throughput results: PubChem BioAssay, several laboratories
PhoP inhibition – inhibitors of PhoP regulon expression, primary screen, Salmonella Typhimurium, GFP reporter (AID 1863); S. Typhimurium PhoP-regulated promoter GFP reporter, 4 h; higher % means a stronger effect; inhibition, % at 50 µM, or IC50 in µM where a hit was titrated; 300,000 compounds, 0.16% hits;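 active means inhibition over 29.93%, a cutoff 3 SD above the screen mean, later confirmed by dose response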;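 further: 0% = low Mg2+ inducing control and 100% = high Mg2+ repressing control; strong numbers were not always called active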
GPR35 arrestin U2OS – GPR35 antagonists blocking zaprinast-driven arrestin recruitment, primary screen, imaging, U2OS, beta-arrestin-GFP, zaprinast agonist (AID 2058); G-protein coupled receptor 35 (Homo sapiens); U2OS GPR35 beta-arrestin-GFP translocation imaging, zaprinast antagonism; higher % means a stronger effect; inhibition, % at 10 µM; hits with a dose series show IC50 in µM; 290,000 compounds, 0.052% hits;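 active means inhibition of at least 50% with at least 30 cells and total cytoplasm GFP at most 10,000,000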
NTR1 ag – agonists of NTR1, primary screen, imaging, U2OS cells, beta-arrestin-GFP, high content (AID 493036); activation, % at 20 µM; NTR1-U2OS beta-arrestin-GFP spot imaging, agonist mode; 330,000 compounds, 0.17% hits;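 active means activation at or above 40% of the spot to cytoplasm intensity ratio, with at least 20 cells analyzed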;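 further: 0% = DMSO without peptide and 100% = 100 nM NTR1 peptide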
Target sequence (P30989 whole entry, looked up): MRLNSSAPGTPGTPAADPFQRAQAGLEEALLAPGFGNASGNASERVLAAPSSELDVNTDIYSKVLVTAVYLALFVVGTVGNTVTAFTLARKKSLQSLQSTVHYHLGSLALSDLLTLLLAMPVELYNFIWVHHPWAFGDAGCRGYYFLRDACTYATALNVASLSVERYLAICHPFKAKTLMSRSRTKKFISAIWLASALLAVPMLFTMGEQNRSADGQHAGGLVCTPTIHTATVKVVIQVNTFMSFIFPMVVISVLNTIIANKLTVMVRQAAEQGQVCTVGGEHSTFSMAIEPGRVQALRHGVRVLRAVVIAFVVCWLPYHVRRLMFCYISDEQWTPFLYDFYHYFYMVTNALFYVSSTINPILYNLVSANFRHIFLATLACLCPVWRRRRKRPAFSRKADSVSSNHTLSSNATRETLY
GPR55 LPI antagonism – GPR55 antagonists blocking LPI-driven arrestin recruitment, primary screen, imaging, U2OS, beta-arrestin-GFP, LPI agonist (AID 2013); G-protein coupled receptor 55 (Homo sapiens); U2OS GPR55 beta-arrestin-GFP translocation imaging, LPI antagonism; higher % means a stronger effect; inhibition, % at 10 µM; hits with a dose series show IC50 in µM; 290,000 compounds, 0.13% hits;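 active means spots per cell inhibited over 60%, with over 100 cells counted and total cytoplasm intensity under 500,000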;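 further: U2OS cells stably carrying GPR55 and arrestin-GFP stimulated by 5 µM LPI near EC80; imaged beta-arrestin-GFP aggregate spots per cell after agonist stimulation; plate controls were LPI-stimulated DMSO wells for no effect and DMSO wells without LPI for full effect; some results filed as inactive read as strong as hits; confirmed hits need IC50 under 10 µM and bright autofluorescent wells are also inconclusive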
T cell HTS – modulators of CD8 T cell-vesicle binding, primary screen, mouse 2C CD8+ T cells, flow cytometry. calls only at 7 µM. AID 2052, 2009. 330,000 compounds, 0.068% hits. 2C CD8+ T cell-vesicle binding; hits give low values;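 active means response, share of CD8 T cells binding vesicles, and their 90th percentile fluorescence all below set limits, cut at about 80% in these data, passing the limit was not always enough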
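Benchmarks: naked versus QL9-loaded vesicles / Assay system: purified 2C TCR transgenic mouse naive CD8+ T cells / Technique: high-throughput flow cytometry with anti-B7-1 and anti-CD8 staining / Timing: Cell–vesicle co-incubation 1.5 h at 37 °C, staining 20 min on ice / Read-out: percent CD8+ FL2 mean versus row control / Probe or stimulus: QL9-loaded Drosophila micro-vesicles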
West Nile virus CPE – West Nile virus antiviral activity, cell-based, CPE readout (AID 1621); West Nile virus-infected cells, CPE inhibition; higher % means a stronger effect; CPE inhibition, % at 10 µM; hits with a dose series show IC50 in µM; 290,000 compounds, 0.02% hits; in the data active means a potency from the dose series; further: strong numbers were not always called active
KOR beta-arrestin-1 – KOR antagonists, beta-arrestin recruitment, cell-based, luminescence, uHTS (AID 1778); Kappa-type opioid receptor (Homo sapiens); KOR beta-arrestin recruitment, luminescence, antagonist mode; higher % means a stronger effect; one-dose inhibition, % at 10 µM; IC50 in µM for titrated hits; 290,000 compounds, 0.091% hits; in the data active means inhibition above about 50%; further: strong numbers were not always called active
KOR beta-arrestin-2 – KOR agonists, beta-arrestin recruitment, primary screen, cell-based, luminescence, uHTS (AID 1777); KOR beta-arrestin recruitment, luminescence; higher % means a stronger effect; activation, % at 10 µM; hits with a dose series show EC50 in µM; Kappa-type opioid receptor (Homo sapiens); 280,000 compounds, 0.02% hits; in the data active means activation above about 50%, passing the limit was not always enough; further: a part of the inactive calls stands beside numbers as strong as those of hits
GPR55 beta-arrestin – GPR55 agonists via beta-arrestin recruitment, primary screen, imaging, U2OS cells, beta-arrestin-GFP redistribution (AID 1961); G-protein coupled receptor 55 (Homo sapiens); U2OS GPR55 beta-arrestin-GFP redistribution imaging; higher % means a stronger effect; one-dose activation, % at 10 µM; EC50 in µM for titrated hits; 290,000 compounds, 0.048% hits;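 active means activation above 40% with more than 50 cells counted in the well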;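 further: U2OS osteosarcoma cells stably expressing GPR55 and beta-arrestin-GFP; plate controls were DMSO negative control for no effect and LPI positive control for full effect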
T cell HTS vesicle-bound % – second read-out of T cell HTS, no call of its own (marks repeat the call); double positive events, %; measured here: CD8+ vesicle-bound cell fraction;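 binding gate set so that unloaded-vesicle control wells show 10% double positive cells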
NTR1 ag cell count 20 µM – further read-out of NTR1 ag, marked with its call; cell count; measured here: cell count, cytotoxicity flag
* = called active by the depositor; i = inactive; x = no result given; [ ] = another dose, or the depositor's remark.

SMILES	PhoP inhibition	GPR35 arrestin U2OS	NTR1 ag	NTR1 ag cell count 20 µM	GPR55 LPI antagonism	T cell HTS	T cell HTS vesicle-bound %	West Nile virus CPE	KOR beta-arrestin-1	KOR beta-arrestin-2	GPR55 beta-arrestin
Nc1c2c(nc3ccccc13)CCCC2=O	x	10%	1.0	39	-1%	i	34	0.1%	2%	3.6%	0.2%
COc1ccc2cc(C(=O)NCc3ccco3)c(=Nc3ccc(C(=O)O)cc3)oc2c1	24%	-11%	2.6	84	12%	i	47	1.9%	-30%	-2.4%	0.2%
COc1ccc(CCNC(=O)CCN2C(=O)C3CC=CCC3C2=O)cc1OC (stereo unspecified)	-18%	-6%	-0.3	47	9%	i	61	0.6%	-62%	0.3%	-0.2%
CC12CN3CC(C)(CN(C1)C3c1cc(Br)ccc1O)C2=O (stereo unspecified)	1%	7%	0.3	54	-6%	i	35	-0.1%	19%	8.8%	0.0%
CC1(C)CC(=O)C(C=NCCN2CCN(C(=O)c3ccccc3)CC2)=C(O)C1	-6%	6%	1.1	84	-8%	i	42	1.1%	0%	1.7%	-0.2%
COc1ccc(-n2c(SCC#N)nc3c(sc(=S)n3-c3ccccc3)c2=O)c(OC)c1	4%	3%	1.2	84	11%	i	46	0.9%	-9%	-4.3%	0.0%
CC(C)C[C@H](NC(=O)NC(C)C)C(=O)O	-22%	16%	2.3	78	6%	i	26	0.2%	-32%	3.2%	-0.1%
CCC(C(=O)N1CCCCCC1)n1nc(C)n2c(cc3occc32)c1=O (stereo unspecified)	12%	16%	-1.1	68	-12%	i	15	-0.3%	-11%	-3.1%	-0.3%
N/C(=N\N=C\c1cccs1)SC1CC(=O)N(c2cccc([N+](=O)[O-])c2)C1=O (stereo unspecified)	3%	4%	1.7	32	15%	i	50	0.4%	-4%	-0.6%	0.6%
Cc1ccc(Cl)cc1N1CCN(S(=O)(=O)c2ccc3c(c2)NC(=O)C(C)C(=O)N3)CC1 (stereo unspecified)	x	-26%	8.1	54	1%	i	27	-1.1%	-76%[20 µM]	2.6%	-0.1%
NC(=O)c1cccn1-c1ncc(C(F)(F)F)cc1Cl	2%	-4%	1.0	38	5%	i	68	0.7%	2%	-7.0%	1.2%
CN1CCN(C(=O)C2CCC(C)(C(=O)O)C2(C)C)CC1 (stereo unspecified)	-6%	1%	-1.2	66	6%	i	65	0.5%	-25%	4.2%	0.2%
Cc1ccccc1NC(=O)CSc1nc(N)c2c3c(sc2n1)CSC(C)(C)C3	10%	-12%	12	44	6%	i	11	-0.6%	-12%	17%	-0.3%
O=C(NC1CCCCC1)c1cccs1	-2%	8%	2.3	72	12%	i	35	-0.2%	-17%	-10%	-0.1%
CN(Cc1ccccc1)c1ccc(S(=O)(=O)N2CCOCC2)cn1	6%	-26%	0.3	50	-10%	i	40	-0.2%	1%	-1.1%	-0.1%
Fc1cccc(Cl)c1CNn1cn[nH]c1=S	-2%	-15%	-0.5	60	2%	i	60	0.1%	-14%	-1.6%	-0.1%
O=C(CCN1C(=O)S/C(=C\c2ccc(F)cc2)C1=O)Nc1ccc(C(=O)O)c(O)c1	-8%	-7%	-0.9	73	0%	i	48	0.0%	10%	14%	-0.1%
C/C(=N\NC(=O)Cc1cccc2ccccc12)c1ccncc1	-3%	5%	0.8	68	7%	i	34	-0.2%	1%	0.8%	1.3%
CCC(C)(C)C1CCc2nc3ccccc3c(C(=O)OC(C)C(=O)Nc3c(C)n(C)n(-c4ccccc4)c3=O)c2C1 (stereo unspecified)	-3%	-15%	21	44	17%	i	34	0.1%	-6%	2.8%	0.0%
CCc1cc(C(=O)c2ccc(OC)cc2)c(N)s1	-5%	-9%	1.2	67	2%	i	20	0.7%	28%	-0.9%	0.3%

Arranged by heavy-atom count (ascending): three of the compounds above.
SMILES	PhoP inhibition	GPR35 arrestin U2OS	NTR1 ag	NTR1 ag cell count 20 µM	GPR55 LPI antagonism	T cell HTS	T cell HTS vesicle-bound %	West Nile virus CPE	KOR beta-arrestin-1	KOR beta-arrestin-2	GPR55 beta-arrestin
C/C(=N\NC(=O)Cc1cccc2ccccc12)c1ccncc1	-3%	5%	0.8	68	7%	i	34	-0.2%	1%	0.8%	1.3%
CC1(C)CC(=O)C(C=NCCN2CCN(C(=O)c3ccccc3)CC2)=C(O)C1	-6%	6%	1.1	84	-8%	i	42	1.1%	0%	1.7%	-0.2%
Cc1ccc(Cl)cc1N1CCN(S(=O)(=O)c2ccc3c(c2)NC(=O)C(C)C(=O)N3)CC1 (stereo unspecified)	x	-26%	8.1	54	1%	i	27	-1.1%	-76%[20 µM]	2.6%	-0.1%

(cont.)
SMILES	PhoP inhibition	GPR35 arrestin U2OS	NTR1 ag	NTR1 ag cell count 20 µM	GPR55 LPI antagonism	T cell HTS	T cell HTS vesicle-bound %	West Nile virus CPE	KOR beta-arrestin-1	KOR beta-arrestin-2	GPR55 beta-arrestin
Cc1ccc(-n2c(=O)c3sccc3n(CC(=O)NCC3CCCO3)c2=O)cc1F (stereo unspecified)	8%	13%	-0.9	54	1%	i	43	-0.4%	12%	-4.1%	x
O=C(CCNS(=O)(=O)c1ccc(Cl)cc1)NCc1cccs1	2%	4%	2.1	35	9%	i	37	0.3%	13%	-4.1%	-0.4%
CCOC(=O)c1ccccc1NC(=S)N1CC(C)CC(C)C1 (stereo unspecified)	5%	4%	-1.3	61	14%	i	40	x	22%	-1.8%	-0.2%
NS(=O)(=O)c1ccc(CNC(=O)CNC(=O)c2ccc(F)cc2)cc1	3%	-9%	-0.9	99	-13%	x	x	0.3%	0%	-2.2%	-0.1%
COc1ccc(NC(=S)Nc2cccc(Cl)c2)cc1OC	3%	-20%	-0.5	86	-10%	i	42	-0.3%	-26%[20 µM]	0.8%	0.8%
Cn1c(=O)c2c(nc(NCc3ccccc3)n2CC(N)=O)n(C)c1=O	-3%	10%	1.0	60	2%	i	60	-0.2%	x	x	0.0%
CCCOc1ccc(-c2c(=O)n(O)c3ccccc3[n+]2[O-])cc1	-2%	6%	0.4	42	1%	i	12	-0.5%	7%[20 µM]	-3.3%	-0.2%
Cc1cc(=O)[nH]c(Cc2ccc(OC(C)C)cc2)n1	10%	1%	-0.5	50	8%	i	43	-0.1%	15%	-3.8%	-0.2%
C/C(N)=C(/C#N)C(=O)COC(=O)Cc1coc2ccc3ccccc3c12	16%	-23%	6.9	60	18%	i	56	0.5%	-8%	-0.9%	0.1%
CCC(c1nnnn1Cc1ccc(OC)cc1)N(CCCO)Cc1cc2cc3c(cc2[nH]c1=O)OCO3 (stereo unspecified)	-13%	-9%	0.5	73	-7%	i	24	0.2%	-5%	-7.0%	0.0%
Cc1cc(C)nc(N(C#N)CCOc2ccccc2)n1	-4%	11%	-1.7	60	-23%	i	59	-0.5%	-7%	1.3%	-0.1%
COc1ccc(/C=C2\N=C(c3ccccc3)NNC2=O)cc1	-4%	6%	0.3	55	0%	i	20	-0.5%	9%	0.9%	-0.2%
O=C(Cc1csc(NC(=O)c2ccc(F)cc2)n1)NO	-1%	3%	0.2	47	6%	i	58	0.8%	-57%	0.6%	0.1%
COCCN(CCOC)C(=O)c1ccc(NS(=O)(=O)c2ccc3[nH]c(=O)[nH]c3c2)cc1	-6%	-4%	0.4	59	2%	i	72	0.0%	-21%	2.6%	-0.1%
CSc1nnc(-c2ccccc2)o1	5%	4%	-2.2	50	15%	i	39	-0.5%	-15%	-2.0%	-0.2%
Cc1c(NC(=O)Nc2ccc(F)cc2F)c(=O)n(-c2ccccc2)n1C	13%	16%	-0.1	51	-11%	i	54	0.2%	-2%	-5.2%	0.0%
O=C1Nc2ccccc2C12Nc1ccccc1S2 (stereo unspecified)	22%	5%	-0.8	58	-5%	i	45	-0.2%	28%	-0.4%	-0.1%
COc1ccc(C2(C)NC(=O)N(CC(=O)Nc3ccc(Br)cc3F)C2=O)cc1OC (stereo unspecified)	-1%	-6%	0.9	50	-10%	i	43	-1.3%	-16%	-1.1%	0.2%
COc1ccc(Cl)cc1NC(=O)C/C(C)=N/NC(=O)CC#N	3%	8%	-2.0	74	10%	i	15	-0.8%	0%	-2.6%	-0.4%
Cc1cc(NC(=O)Cn2c(=O)n(Cc3ccccc3)c(=O)c3ccccc32)no1	-8%	16%	-2.6	105	17%	i	22	x	23%	-3.0%	-0.1%
CC1(C)NC(=O)N(CCOCCOc2ccc3ccccc3c2Br)C1=O	5%	-8%	-0.1	82	12%	i	39	-0.5%	-26%	-0.2%	0.7%
CC(=N\Nc1ccc(Cl)cc1)/C(=N/O)C(=O)Nc1ccccc1	-2%	-4%	1.4	37	12%	i	32	-0.2%	-3%	3.7%	-0.2%
O=C(O)c1ccc(NC2=C(N3CCOCC3)C(=O)c3ccccc3C2=O)cc1	-5%	1%	-0.8	53	-1%	i	45	0.0%	12%	0.8%	0.2%
COc1cc(/C=C/c2nnc3c4ccccc4ncn23)cc(OC)c1OC	-2%	17%	0.2	54	-5%	i	26	2.1%	-33%	-0.9%	-0.2%
COc1cccc(N2CCN(Cc3nnnn3C3CCCCC3)CC2)c1	-10%	-3%	-1.3	88	7%	i	12	-0.8%	-24%	-0.7%	-0.1%
CCC(C)C(=O)N1c2ccccc2C(=C2SC(C(=O)OC)=C(C(=O)OC)S2)C(=S)C1(C)C (stereo unspecified)	28%	-7%	7.9	52	-4%	i	37	11%	-9%	-1.2%	0.3%
Cn1nc([N+](=O)[O-])nc1Oc1ccccc1	-4%	4%	2.9	59	-1%	i	25	2.2%	9%	2.7%	-0.2%
CN(NC(=O)c1ccc(Cl)cc1)c1ncc(C(F)(F)F)cc1Cl	-1%	12%	0.0	59	-7%	i	30	0.8%	7%	2.2%	0.2%
CSCCC(NC(=O)COc1ccccc1)C(=O)NCc1cccs1 (stereo unspecified)	-3%	-20%	-0.1	86	-16%	i	38	-0.1%	-25%	6.6%	0.2%
Cc1ccccc1Nc1ccc([N+](=O)[O-])cn1	-1%	-2%	0.2	52	-3%	i	57	0.8%	10%	-4.6%	-0.2%
CCOc1ccc(S(=O)(=O)Nc2ccc(C(=O)N/N=C(\C)c3ccc(-n4ccnc4)cc3)cc2)cc1	20%	-10%	0.1	76	21%	i	29	0.5%	58%	-4.3%	0.3%
CC(C)(C)NC(=O)C(OC(=O)c1cccs1)c1ccc(C#N)cc1 (stereo unspecified)	6%	3%	1.6	59	-7%	i	37	-0.7%	-18%[20 µM]	x	-0.1%
